PAX8 inh HTS = inhibitors of PAX8-driven TPO luciferase reporter, primary screen, RMG-I cells, single concentration; SteadyGlo, 24 h; inhibition, % at 12.6 µM; hit rate 1.2% among 360,000; AID 652154, 2013;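 active means mean replicate inhibition at least 60% with every replicate also reaching 60%; inconclusive means only one of the two criteria is met; inactive means mean below 60% and not all replicates reaching 60%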;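 further: luciferase light reporting Pax8 driven TPO promoter activity; plate controls were median of neutral control wells for no effect and mitoxantrone controls for full effect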
LGR2 inh = inhibitors of bursicon-induced LGR2 CRE-luciferase signal, primary screen, cell-based, HEK293, CRE-luciferase reporter, bursicon stimulation. bursicon-stimulated, 4 h. inhibition, % at 9.99 µM. hit rate 0.35% among 380,000;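 active means drop in luminescence signal, shown as inhibition above about 50% in the replicate tests, limit read from the data, passing the limit was not always enough; inconclusive means probably only some replicates passing the limit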;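 further: agonist challenge used bursicon conditioned medium at about half maximal strength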
PGC1a acetyl inh = inhibitors of PGC1a acetylation signal, primary screen, cell-based, U2OS, AlphaScreen, inhibitor mode. AlphaScreen anti-acetyl-lysine; with virally co-expressed GCN5 acetyltransferase. inhibition, % at 15.6 µM. hit rate 0.17% among 350,000;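 active means every replicate shows inhibition of at least 40%; inconclusive means mean inhibition at least 40% but some replicate below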;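 further: 0% = neutral control wells and 100% = positive control wells; some results beyond the cut were filed as inactive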
S100A4 MyoIIA = inhibitors of S100A4-myosin IIA peptide binding, primary screen, biochemical, fluorescence polarization, TAMRA-MyoIIA peptide. Protein S100-A4 (Homo sapiens), P26447. inhibition, % at 10.7 µM. hit rate 0.14% among 360,000. AID 652163, 2013;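 active means mean inhibition of at least 70% across replicates, with every replicate also reaching that level; inconclusive means mean inhibition reaches 70% but some replicates fall short; inactive means mean inhibition below 70%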
Target sequence (P26447 whole entry, looked up): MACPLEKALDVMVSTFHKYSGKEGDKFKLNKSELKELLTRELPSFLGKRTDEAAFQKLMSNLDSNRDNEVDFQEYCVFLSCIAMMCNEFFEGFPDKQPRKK
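Material: human S100A4 monomer with TAMRA-labelled myosin IIA peptide; buffer or medium: HEPES pH 7.2 with CaCl2, KCl, NaCl, DTT, Triton; compound dosing: one concentration per compound; schedule: 5 min incubation before reading; benchmarks: neutral control DMSO, positive control TFP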
EWS-Fli inh = EWS/Fli-driven NR0B1 reporter inhibitors, primary screen, A673 cells, NR0B1 luciferase, luminescence, MLPCN library; hit rate 0.67% among 350,000; viability-normalised; inhibition, % at 12.6 µM; AID 651661, 2012;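 active means mean inhibition of at least 50% after viability correction, with every replicate also passing that limit; inconclusive means mean reaches 50% but only one of two replicates passes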;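 further: firefly luciferase signal divided by Alamar Blue viability fluorescence both relative to DMSO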
FN deposition inh = inhibitors of fibronectin matrix deposition, primary screen, AH1F cells, Alexa488-fibronectin fluorescence, plate reader. AH1F fibroblasts, overnight. inhibition, % at 12.6 µM. hit rate 0.086% among 350,000. AID 743247, 2014;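 active means mean inhibition across replicates of 30% or more, regardless of how many single replicates reach that level; inconclusive means mean under 30% yet at least half of replicates reach 30%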;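 further: positive control wells lacked labelled fibronectin entirely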
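Assay system: AH1F fibroblasts assembling fluorescent fibronectin matrix; Amount: 10000 AH1F cells per well; Buffer or medium: DMEM, 2% serum; Probe or stimulus: Alexa488-fibronectin, 24 nM final in well; Doses: single compound dose, delivered by pin transfer; Incubation: 1 h adhesion, overnight exposure; Measured by: fluorescence 485/525 nm; Read-out: fibronectin deposition inhibition.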
PglD inh = C. jejuni PglD acetyltransferase inhibitors, primary screen, biochemical, DTNB colorimetric, single point; hit rate 0.098% among 360,000; inhibition, % at 12.5 µM; UDP-N-acetylbacillosamine N-acetyltransferase PglD (Campylobacter jejuni); purified PglD enzyme, DTNB colorimetric CoA detection; AID 602405, 2012; in the data active means inhibition above about 16%, passing the limit was not always enough; inconclusive means no clear call, values can overlap the other calls; further: strong numbers were not always called active
ERAP1 inh = human ERAP1 aminopeptidase inhibitors, primary screen, biochemical, single point, plate reader. Endoplasmic reticulum aminopeptidase 1 (Homo sapiens), Q9NZ08. recombinant ERAP1, Leu-AMC fluorescence, 60 min. inhibition, % at 10.7 µM. hit rate 0.15% among 340,000. AID 652197, 2013;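 active means mean replicate inhibition of at least 30%, or all replicates individually reaching that 30% level; inactive means mean below 30% and not every replicate reaching it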;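 further: 0% = neutral control wells and 100% = L-leucinethiol positive control wells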
Target sequence (Q9NZ08 whole entry, looked up): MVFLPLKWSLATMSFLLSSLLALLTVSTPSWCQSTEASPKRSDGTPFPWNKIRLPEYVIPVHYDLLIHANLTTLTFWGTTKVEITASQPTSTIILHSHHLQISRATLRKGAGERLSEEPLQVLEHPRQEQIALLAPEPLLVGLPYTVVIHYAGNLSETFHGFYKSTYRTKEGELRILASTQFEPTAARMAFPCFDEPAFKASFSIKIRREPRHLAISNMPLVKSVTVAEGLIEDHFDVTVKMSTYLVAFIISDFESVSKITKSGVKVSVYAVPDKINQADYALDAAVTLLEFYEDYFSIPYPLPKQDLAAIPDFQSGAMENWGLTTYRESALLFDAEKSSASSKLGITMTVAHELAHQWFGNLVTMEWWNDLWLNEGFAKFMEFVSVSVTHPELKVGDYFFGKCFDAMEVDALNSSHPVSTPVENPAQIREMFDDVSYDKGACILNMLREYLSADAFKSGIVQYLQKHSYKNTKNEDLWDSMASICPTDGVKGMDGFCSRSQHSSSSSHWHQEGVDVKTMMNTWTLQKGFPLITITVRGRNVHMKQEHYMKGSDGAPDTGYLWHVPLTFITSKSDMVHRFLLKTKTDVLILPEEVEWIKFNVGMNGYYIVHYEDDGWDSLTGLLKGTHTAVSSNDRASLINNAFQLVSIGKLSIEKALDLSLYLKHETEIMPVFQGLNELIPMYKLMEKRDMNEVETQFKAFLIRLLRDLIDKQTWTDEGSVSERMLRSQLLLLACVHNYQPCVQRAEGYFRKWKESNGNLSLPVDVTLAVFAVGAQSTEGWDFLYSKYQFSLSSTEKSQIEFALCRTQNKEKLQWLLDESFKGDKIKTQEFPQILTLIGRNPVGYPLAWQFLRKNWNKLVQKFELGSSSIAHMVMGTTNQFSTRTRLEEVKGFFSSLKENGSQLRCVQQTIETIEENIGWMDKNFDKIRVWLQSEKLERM
Starred values were filed as active, the others as inactive; ? = inconclusive; . = no result given; & = joins results of further samples.

SMILES | PAX8 inh HTS | LGR2 inh | PGC1a acetyl inh | S100A4 MyoIIA | EWS-Fli inh | FN deposition inh | PglD inh | ERAP1 inh
CCCC(=O)Nc1ccc2c(c1)C(=O)N(C)[C@H]1CC[C@@H](CC(=O)NCC3CC3)O[C@H]1CO2 | -2 | 3 | 1 | -46 | -3 | -2 | 1 | 1
Cc1cccc(S(=O)(=O)N(C)C[C@@H]2OCc3cnnn3CCCC(=O)N([C@@H](C)CO)C[C@@H]2C)c1 | 0&3 | -12&7 | 11&-2 | -2&4&10 | -1&-13&-6 | 2&-5 | -8&3&-3 | 9&0&4
O=c1[nH]c2ccc(S(=O)(=O)Nc3ccc(Cl)cc3)cc2[nH]1 | 24 | 13 | 0 | -3 | 8 | -6 | -3 | -1
C/C=C/c1cnc2c(c1)C(=O)N([C@H](C)CO)C[C@H](C)[C@@H](CN(C)S(=O)(=O)c1cccs1)O2 | 3 | 18 | -4 | 3 | -3 | . | -32 | 2
Cc1ccc(C(=O)N/C(=C/c2cn(-c3ccccc3)nc2-c2ccccc2)C(=O)O)cc1 | -6 | -41 | 3 | -3 | 3 | -17 | 4 | -4
O=C(/C=C/c1ccc(S(=O)(=O)N2CCOCC2)cc1)NC(CO)C(O)c1ccc([N+](=O)[O-])cc1 (centres undefined) | -3 | 3 | . | 3 | -1 | 0 | -6 | 3
O=C(CCN1C(=O)c2ccccc2C1=O)N1CCN(Cc2ccccc2)CC1 | . | 14 | 4 | 4 | 1 | . | -2 | -2
O=C(NNC(=O)c1ccccc1O)c1ccc(NS(=O)(=O)c2ccc(F)cc2)cc1 | 19 | 10 | . | -4 | -15 | 7 | 1 | -5
C#CCOCCOCCOCCNc1nc(N2CCOCC2)nc(N2CCN(C(=O)Cn3cc(CC(C)O)nn3)CC2)n1 (centres undefined) | -15 | -11 | 6 | 2 | -3 | 4 | 1 | -1
CS(=O)(=O)Nc1ccccc1N=C(c1ccccc1)c1ccccc1 | 13 | 15 | . | -1 | 10 | 2 | 5 | -2
C[C@@H]1CN([C@H](C)CO)C(=O)Cc2cc(NC(=O)CCN3CCOCC3)ccc2O[C@H]1CN(C)Cc1ccncc1 | -2 | 11 | 3 | 4 | . | . | 8 | 1
CC(C(=O)Nc1ccc(S(=O)(=O)N2CCCC2)cc1)N1CCN(c2ccccc2O)CC1 (centres undefined) | 17 | -5 | -10 | 1 | 8 | -3 | 1 | 0
Cc1ccc(OCCC(=O)Nc2ccc(C)c(F)c2)cc1 | 6 | 5 | 6 | -3 | -12 | -6 | 7 | 5
COc1ccc(CC(=O)N2N=C(C)CC2(O)C(F)(F)F)cc1OC (centres undefined) | -15 | 16 | . | 0 | -6 | -2 | . | 2
C=CC1=C2C=C(C3CC3)N(CC3CC3)C=C2C(=O)C(C)(OC(=O)c2ccco2)C1=O (centres undefined) | 5 | -1 | 13 | 23 | -12 | 10 | 2 | 3
COc1ccc(/C=C/C(=O)Nc2c(C)nn(C)c2C)cc1COc1ccc(Br)cc1 | 30 | . | -22 | . | . | 6 | -1 | .
O=C(Cc1ccccc1)N1CC2(C1)[C@@H](c1ccccc1)[C@@H](CO)N2S(=O)(=O)Cc1ccccc1 | 6 | -10 | -11 | 6 | 3 | . | . | .
O=S(=O)(Cc1ccccc1Cl)NCCc1ccc(F)cc1 | 24 | 1 | . | -3 | 25 | -4 | -7 | 4
COc1cccc(C#Cc2ccc3c(c2)O[C@H](CN(C)C)[C@@H](C)CN([C@H](C)CO)S3(=O)=O)c1 | 0 | 18 | -14 | -7 | 10 | . | 1 | 4
O=C(CSc1nnc(CCc2ccccc2)n1-c1ccc(Cl)cc1)NCc1ccccc1 | 18 | . | -2 | . | . | 8 | 5 | .
CC1CCC(NC(=O)c2ccc(NC(=O)CC3SC(N4CCCC4)=NC3=O)cc2)CC1 (centres undefined) | -50 | -15 | 25 | 12 | -85 | 1 | -5 | -2
O=C1c2ccccc2-c2nnc(-c3ccc(O)cc3)cc21 | -87 | 24 | . | 3 | -16 | -2 | . | -1
O=C(NCCCn1ccnc1)c1cc(S(=O)(=O)N2CCOCC2)ccc1F | 6 | 4 | -9 | 1 | -2 | 1 | 2 | 1
Cc1ccccc1NC(=S)NNc1ncc(C(F)(F)F)cc1Cl | 6 | . | -7 | . | . | -6 | 4 | .
CCOC(=O)Cc1cn2c(=O)cc(CSCC(=O)Nc3ccc(C)c(C)c3)nc2s1 | -4 | . | 2 | . | . | -1 | 13 | .
COc1cccc(NC(=O)C(=S)NC2CCCCC2)c1 | -141 | 23 | . | -3 | -37 | -2 | -1 | -4
Cc1ccc(NS(=O)(=O)c2cccc(C(=O)N3CCN(C(=O)c4ccco4)CC3)c2)cc1 | 24 | -1 | . | 6 | 3 | -2 | -1 | 3
Cc1ccc(/C=N/N=C/c2ccc(C)cc2)cc1 | -85 | -68 | 1 | 5 | -9 | 2 | -1 | 3
CC(=O)N(C)c1ccc(C=C2C=Cc3ccccc32)cc1 | 16 | 4 | . | 20 | 22 | 9 | . | 3
COc1ccc(-c2ccc(C(=O)Nc3ccc(C(C)C)cc3)c3occc23)c(C)c1 | -8 | -17 | -38 | 1 | -20 | 1 | 5 | 2
c1cncc(-c2nc(N3CCOCC3)c3c4c(sc3n2)CCC4)c1 | -11 | -5 | -10 | 1 | 9 | 7 | -3 | 1
COCC#Cc1ccc([C@H]2[C@@H](CO)N3CCCCN(Cc4cncnc4)C[C@@H]23)cc1 | 22 | 3 | 3 | -16 | -16 | . | -1 | 0
Cc1noc(C)c1NC(=O)N(C)C[C@H]1Oc2c(NS(=O)(=O)c3cccs3)cccc2C(=O)N([C@@H](C)CO)C[C@@H]1C | . | -9 | 2 | -2 | -11 | 4 | 1 | -1
CC(OC(=O)c1cc(Br)ccc1O)C(=O)Nc1ccc(S(=O)(=O)N2CCCC2)cc1 (centres undefined) | 38 | 19 | -8 | -1 | 1 | -1 | 3 | -4
Cc1csc(SCC(=O)NCc2ccccc2Cl)n1 | -11 | -1 | . | -4 | -2 | 8 | . | -2
C=CCNC(=O)N1CCCC(C(=O)c2cccc(OC(C)C)c2)C1 (centres undefined) | -98 | -61 | 4 | 0 | -62 | 8 | 6 | -1
COc1ccc(C(=O)c2ccc(Br)cc2)c2ccccc12 | 31 | 3 | 3 | -4 | 38 | -17 | -2 | -1
CO[C@H]1CN(C)C(=O)c2ccc(NC(=O)C3CC3)cc2OC[C@H](C)N(Cc2cc(F)ccc2F)C[C@@H]1C | . | 3 | -15 | -8 | 4 | 7 | -3 | 3
COC(=O)c1ccc(C2C(C(=O)c3ccco3)=C(O)C(=O)N2c2cc(C)on2)cc1 (centres undefined) | -1 | -2 | 6 | -4 | 4 | 7 | -8 | 7
C[C@H]1CN([C@@H](C)CO)C(=O)c2cc(-c3ccncc3)cnc2O[C@@H]1CN(C)C(=O)C1CCCCC1 | . | 3 | 4 | 13 | 3 | 6 | 1 | -4
COc1ccc(C(=O)CCS(=O)(=O)c2ccc(C)cc2)cc1 | ? | -7 | . | 2 | . | -1 | -2 | -2
C[C@@H]1ON(C)[C@H]2C[C@H]3c4cc(N5CCOCC5)ccc4CCN3C[C@@H]12 | -5 | 1 | . | -5 | -6 | 0 | . | 2
COc1ccc(-c2ccc3c(c2)[C@H]2[C@H](CCN2C(=O)c2ccccc2F)[C@H](CO)N3C)cc1 | 47 | 42 | -18 | . | 14 | 2 | -7 | .
COc1cccc(OC)c1OCCN1CCN(C(=O)c2ccco2)CC1 | -41 | . | -3 | . | . | 4 | -3 | .
Cc1nc2ccccc2c(=O)n1NC(=O)c1ccccc1 | 21 | 16 | 12 | 0 | 15 | 4 | 0 | 5
O=C1NC(=S)N/C1=C/c1cccnc1 | -55 | 6 | 29 | -14 | 5 | 14 | -4 | 1
O=C(c1ccccn1)N1C[C@@H]2[C@H](c3ccccc31)[C@@H](CO)N2C(=O)Nc1ccccc1 | 2 | -19 | 3 | 3 | -1 | . | -3 | -2
COc1ccc(CCNC(=O)CNC(=O)c2nn(-c3ccc(OC)c(OC)c3)c(=O)c3ccccc23)cc1OC | 12 | -22 | 8 | 0 | 13 | 2 | 15 | 4
NC(=O)C(=O)N/N=C1\CCc2ccccc21 | 12 | -31 | 3 | 0 | -52 | . | -6 | -2
CC(O)[C@H]1CNCCN1CC1(c2ccccc2)CC1 (some centres undefined) | 6 | . | -1 | 0 | 13 | 11 | 8 | -2
New compounds follow.
SMILES | PAX8 inh HTS | LGR2 inh | PGC1a acetyl inh | S100A4 MyoIIA | EWS-Fli inh | FN deposition inh | PglD inh | ERAP1 inh
COc1ccc(NC(=O)c2cccc(NS(=O)(=O)c3ccccc3)c2)cc1 | 6 | -5 | 4 | 0 | -1 | 0 | -2 | 0
CSc1nc(N)nc(SCC(=O)CC(=O)OC(C)C)c1C#N | -7 | -6 | 14 | 5 | . | 4 | -2 | 4
Cn1c(=O)n(CCc2ccccc2)c(=O)c2c1ncn2Cc1ccccc1 | . | 32 | 21 | . | . | 1 | 2 | .
C[C@@H]1CN([C@@H](C)CO)S(=O)(=O)c2ccc(C3=CCCC3)cc2O[C@H]1CN(C)C(=O)c1ccccc1 | . | ? | 18 | -24 | -11 | . | 3 | -3
COc1ccc(-n2ccnc2SCC(=O)c2c(N)n(C3CC3)c(=O)[nH]c2=O)cc1 | 0 | 5 | . | -3 | 0 | -11 | 5 | 0
C[C@H]1CN([C@@H](C)CO)C(=O)c2cccc(NC(=O)C3CC3)c2O[C@@H]1CN(C)S(=O)(=O)c1cn(C)cn1 | -2 | 7 | 12 | 10 | -9 | . | 0 | -1
O=C(c1nc2ccc(Cl)cn2c1CN1CCCC1)N1CCc2ccccc2C1 | 17 | 5 | . | -6 | 6 | -19 | -6 | 4
COc1ccc(NC(=O)CSc2nnnn2C2CCCC2)cc1S(=O)(=O)N1CCOCC1 | 13 | 2 | -23 | -1 | 2 | . | 4 | 2
CC(C)(C)c1ccc(C(=O)N2CCC(C(=O)N3CCCCC3)CC2)cc1 | -23 | -17 | 0 | 4 | -20 | -3 | -1 | -5
CCN(C)C1CN(Cc2cn(Cc3ccc(OC)cc3)nn2)S(=O)(=O)C1 (centres undefined) | -7 | -6 | . | -3 | -8 | 1 | . | -2
C[C@H]1CN([C@@H](C)CO)C(=O)Cc2cc(NC(=O)NC3CCCCC3)ccc2O[C@@H]1CN(C)S(=O)(=O)c1ccc(Cl)cc1 | -4 | 29 | -5 | -7 | -6 | . | 7 | -3
